Compound activity: PubChem BioAssay, National Center for Advancing Translational Sciences (NCATS)
DT40 TDP1 no CPT – qHTS for Inhibitors of human tyrosyl-DNA phosphodiesterase 1 (TDP1): qHTS in cells in absence of CPT | AID 686978, 2013 | DT40 Tdp1-/- hTDP1 cells, no CPT, ATP luminescence, 48 h | 15% of 420,000 active | Potency, µM (doses to about 46.2 µM), without a hit: at the highest dose activity change, negative = growth inhibition, actives largely listed as inhibitors; note: nearly all actives have a fitted effect of over 55% in size
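DT40 Tdp1-/-;hTDP1 cells, no CPT (DMSO vehicle only), 400 cells/well; compounds pin-transferred; ≥48 hr, 37 °C; CellTiter-Glo 30 min RT dark, luminescence read.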
DT40 TDP1 CPT – DT40-hTDP1 cell growth loss with CPT; chicken DT40 Tdp1-/-;hTDP1 cells + 20 nM CPT, ATP luminescence, 48 h; Potency, µM (top dose mostly 46.2 µM), for inactives: top-dose activity change, negative = growth inhibition, hits mostly inhibitors; 12% of 420,000 active; note: nearly all actives have a fitted effect of over 55% in size
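Cell growth measured by CellTiter-Glo luminescence after a minimum 48 h, 37 C compound exposure with 20 nM CPT in Tdp1-knockout DT40 cells stably expressing hTDP1, seeded 400/well; qHTS titration format.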
GCN5L2 inh – blocks human GCN5L2 histone acetyltransferase. 0.21% of 390,000 active. Q92830. GCN5L2 HAT assay, ThioGlo1 CoA-SH fluorescence. Potency, µM (series often up to 58.9 µM), for inactives: at the highest dose activity change, negative = inhibition, hits mostly inhibitors
Target sequence (Q92830 whole entry, looked up): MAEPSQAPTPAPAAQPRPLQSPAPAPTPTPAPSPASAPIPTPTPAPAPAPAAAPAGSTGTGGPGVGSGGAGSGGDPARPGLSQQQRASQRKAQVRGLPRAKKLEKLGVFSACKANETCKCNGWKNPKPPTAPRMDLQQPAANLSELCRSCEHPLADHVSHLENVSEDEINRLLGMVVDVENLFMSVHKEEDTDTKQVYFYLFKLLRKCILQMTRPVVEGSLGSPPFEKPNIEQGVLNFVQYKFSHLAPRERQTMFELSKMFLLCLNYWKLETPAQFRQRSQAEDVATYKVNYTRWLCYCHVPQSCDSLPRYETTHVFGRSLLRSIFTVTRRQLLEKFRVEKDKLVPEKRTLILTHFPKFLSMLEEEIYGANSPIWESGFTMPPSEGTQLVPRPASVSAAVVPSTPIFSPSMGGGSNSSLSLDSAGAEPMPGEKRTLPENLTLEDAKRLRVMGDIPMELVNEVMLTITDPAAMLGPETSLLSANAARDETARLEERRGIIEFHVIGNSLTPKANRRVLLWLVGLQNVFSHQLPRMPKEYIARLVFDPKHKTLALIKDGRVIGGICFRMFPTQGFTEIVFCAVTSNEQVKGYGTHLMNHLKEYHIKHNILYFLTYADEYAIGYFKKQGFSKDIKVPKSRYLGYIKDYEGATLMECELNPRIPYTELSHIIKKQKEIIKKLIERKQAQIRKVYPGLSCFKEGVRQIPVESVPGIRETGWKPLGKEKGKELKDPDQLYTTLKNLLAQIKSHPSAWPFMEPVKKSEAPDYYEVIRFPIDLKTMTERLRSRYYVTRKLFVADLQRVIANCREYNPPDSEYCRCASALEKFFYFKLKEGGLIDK
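GCN5L2 (20nM final) in 50mM HEPES, 0.1mM EDTA pH 7.5, 0.01% Tween-20 was preincubated 15 min at room temperature with compound, then given ThioGlo1 (50uM), H3(1-25) peptide (75uM) and acetyl-CoA (70uM); CoA-thiol fluorescence (Ex340/Em540) was read at 0 and 20 min.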
Starred values were filed as active, the others as inactive; ? = inconclusive; nt = not tested or not shown; & = joins results of further samples; ! = not confirmed by another sample. Calls come from the whole dose curve; as a rule, active = well fitted curve in the direction sought with a large enough effect; inconclusive = small, poorly fitted or top-dose-only effect, or another doubt; inactive = no such curve, though single readings can be large; an effect the other way counts as inactive or inconclusive. % is set by controls: 0 for no effect and ±100 for the full control effect; potency is the fitted concentration of half-maximal effect.

Values run as follows: DT40 TDP1 no CPT	DT40 TDP1 CPT	GCN5L2 inh
> COC(=O)c1ccc(CNC(=O)C23CC4CC(CC(C4)C2)C3)cc1
 : ?	-29%	-1%
> COC(=O)c1sccc1S(=O)(=O)N(CC(=O)Nc1c(C)cccc1C)c1ccc(C)c(C)c1
 : -74%	16µM*	-4%
> Cc1ccc(NC(=O)CSc2nc3ccccc3nc2Cc2ccccc2F)cc1F
 : 1%	17%	-8%
> Cc1cc(C)nc(CCNC(=O)c2cc(COc3c(C)cccc3C)on2)n1
 : -15%	0%	-20%
> Cc1cc([N+](=O)[O-])cc(/C=N\NC(=O)C2COc3ccccc3O2)c1O (stereo not given)
 : 13µM*	16µM*	-4%
> CC(=O)N1CCC(c2c[nH]c3ccccc23)CC1
 : -14%	7%	-6%
> O=C(O)C1CSC(c2ccccc2Cl)N1C(=O)c1ccc(Cl)cc1 (stereo not given)
 : 1%	-3%	0%
> CC(=O)Nc1ccc(S(=O)(=O)N(C)CC(=O)OC(C)C(=O)NC2CCCC2)cc1 (stereo not given)
 : -2%	10%	-18%
> CCOC(=O)C1=C(SCC)c2cc3c(n2C1=O)CCCC3
 : -15%	?	-6%
> CCC1SC(C)C/C(=N/NC(N)=O)C1C (stereo not given)
 : 8%	23%	-2%
> Cc1ccc(S(=O)(=O)C[C@@H]2OC[C@H](C)N2S(=O)(=O)c2ccc(C)cc2)cc1
 : ?	?	nt
> O=C(O)c1c2c(nc3ccccc13)/C(=C/c1ccc(OC(F)F)cc1)CCC2
 : -1%	13%	-4%
> Cc1nnc(SCC(=O)NC(C)(C)C)n1NCc1ccc(N(C)C)cc1
 : 1%	-4%	-5%
> N#C/C(=C/c1ccc(F)cc1)S(=O)(=O)c1ccccc1
 : -4%	0%	-18%
> COc1cc2ccc(=O)oc2cc1O
 : -6%&-17%&5%	?	32µM*!
> COc1ccc(-c2nc3cc(C)ccn3c2NC2CCCCC2)cc1SC1CCCCC1
 : 21µM*	30µM*	-8%
> Cc1ccc(-c2c3c(=O)n(C)c(=O)n(C)c3cn2CCCN2CCOCC2)cc1
 : -8%	-9%	-3%
> Cc1cc(C(=O)CSc2nncs2)c(C)n1-c1ccc2c(c1)OCO2
 : 18µM*	21µM*	-3%
> Cc1ccc(OCC(=O)Nc2nnc(SCc3cc(=O)n4cc(C)ccc4n3)s2)cc1
 : 0%	1%	-2%
> Cn1c(NCCN2CCCC2)nc2cc(-c3ccsc3)sc2c1=O
 : 15µM*	21µM*	nt
> COc1ccc(CN2C3CCCC2CC(NC(=O)Nc2cccc(C)c2)C3)cc1 (stereo not given)
 : ?	?	2%
> CCOc1ccc(CC(=O)NNC(=S)Nc2ccccc2)cc1Br
 : -29%	?	-3%
> COc1cc(CN2C[C@@H](CO)O[C@@H](n3cnc4c(N5CCN(C)CC5)ncnc43)C2)cc(OC)c1OC
 : -14%	-20%	nt
> CC(=O)C1=CCC(c2ccc(C)cc2)N(S(=O)(=O)c2ccc(C)cc2)C1 (stereo not given)
 : ?	?	nt
> Cc1ccc(S(=O)(=O)c2c(CO)c(-c3ccccc3)nn2C)cc1
 : ?	-9%	-5%
> COc1cc(/C=C(\C#N)C(=O)Nc2ccc(C)cc2)ccc1OCc1cc(=O)n2nc(C)sc2n1
 : -12%	-19%	-1%
> O=C(c1ccc(S(=O)(=O)c2ccc(Cl)cc2)cc1)N1CCOCC1
 : ?	-14%	4%
> CN(CCNC(=O)C1CCCN(c2ncnc3c2nc2n3CCCCC2)C1)Cc1ccccc1 (stereo not given)
 : ?	?	-3%
> COc1ccc(NC(=O)c2cccc3c(-c4cccnc4)coc23)cc1
 : 21µM*	12µM*	nt
> CC1(C(=O)Nc2ccc(Cl)cc2)Cc2c(-c3cccc(C(N)=O)c3)ccnc2O1 (stereo not given)
 : 5.8µM*	3.7µM*	nt
> CC(=O)c1c(C)n(CCc2ccc(Cl)cc2)c2ccc(O)cc12
 : -4%	11%	-1%
> CN(Cc1ccccc1)C(=O)CN(Cc1ccccc1)S(C)(=O)=O
 : ?	-11%	-3%
> FC(F)(F)c1nc(SCc2ccccc2)n[nH]1
 : ?	-5%	nt
> CCOc1ccc2oc(=O)cc(CN3CCN(c4cc(C)ccc4C)CC3)c2c1
 : 16µM*	15µM*	2%
> O=C(COC(=O)/C=C/c1ccccc1)Nc1nnc(-c2ccccc2)o1
 : -21%	?	-6%
> CCCn1c2ccccc2c2cnn(CC(=O)NCCc3cc(OC)ccc3OC)c(=O)c21
 : 16µM*	?	-5%
> Cc1ccc(NC(=O)C(=O)c2ccc(C)cc2)cc1
 : ?	-6%	-4%
> Cc1cc(/C=C2\SC(=S)N(C)C2=O)c(C)n1-c1cccc(O)c1
 : ?	23µM*	-5%
> CN(C)CCNc1oc(-c2ccccc2F)nc1C#N
 : -12%	-1%	-14%
> COc1ccc(S(=O)(=O)N(C)CC(=O)Nc2ccc(F)cc2)cc1
 : -14%	-8%	nt
> CCOC(=O)C1=C(c2ccccc2)NC(=O)NC1c1ccc(O)c(Cl)c1 (stereo not given)
 : ?	?	-20%
> Cc1cc(C)n(C(=O)CCCCCCCCC(=O)n2nc(C)cc2C)n1
 : -8%	16%	0%
> N#CC(=C=[N-])c1nc2ccccc2nc1-[n+]1ccccc1
 : 1%&-9%	-4%&4%	-2%&0%
> Cc1ccc(Sc2c([N+](=O)[O-])c(=O)n(C)c3ccccc23)cc1
 : 13µM*	15µM*	-3%
> CCOC(=O)c1[nH]c(C)c(C(=O)Nc2ccc(C)c(F)c2)c1C
 : 18µM*	10µM*	2%
> CC(C)Cn1c2ccccc2c2cc(C(=O)O)ccc21
 : ?	-2%	0%
> COc1ccccc1NC(=O)c1ccc2c(c1)N(CC(=O)NC(C)C)C(=O)C(C)(C)O2
 : -29%	2%	-5%
> O=C(O)COc1ccccc1C1C2C(=O)N(c3ccccc3)C(=O)C2ON1c1ccccc1 (stereo not given)
 : ?	?	2%
> CC(C)C[C@H]1CNC(=S)N1C[C@H]1CCCN1C[C@H](Cc1ccc(O)cc1)N1C[C@H](CC(C)C)N(CC2CCCCCC2)C1=S
 : 21µM*	16µM*	nt
> C[C@H](N)C(=O)OCc1ccc([N+](=O)[O-])cc1
 : 2%	-3%	-5%
> O=C(NCc1ccc(Br)cc1)OC1CC2CC1[C@H]1CCCCN1C2=O (stereo not given in full)
 : -28%	-13%	nt
> O=S(=O)(c1cc(Br)c(Br)s1)N1CCN(c2ccccc2)CC1
 : -26%	-23%	-9%
> O=C(Cn1cc(C(=O)c2cccs2)c2ccccc21)NC1CCCCC1
 : -15%	-14%	-14%
> CN(C(=O)c1ccc(NC(=O)C2CCCN(C(=O)OC(C)(C)C)C2)cc1)C1CCCCC1 (stereo not given)
 : ?	?	1%
> COc1ccccc1CNC(=O)COC(=O)CCC(=O)c1cccs1
 : 7%	9%	26%
> CCCC(=O)N1CCC1(C)C(=O)NS(=O)(=O)c1cccc(F)c1 (stereo not given)
 : -7%	?	nt
> O=C(CN(Cc1ccc(Cl)cc1)C(=O)c1csnn1)NCc1ccc(F)cc1
 : ?	-16%	-1%
> CCOC(=O)[C@]12CCC=C1N(Cc1ccc(Cl)cc1Cl)C(=O)[C@H](CC(=O)NCc1cccc(C(F)(F)F)c1)C2
 : ?	?	nt
> CC(NC(=O)c1ccccc1[N+](=O)[O-])C1CC2CCC1C2 (stereo not given)
 : -5%	0%	-3%
> COc1ccc(OCC(O)Cn2c(N3CCCCC3)nc3c2c(=O)[nH]c(=O)n3C)cc1 (stereo not given)
 : ?	-26%	-5%

Going on with the list:
Values run as follows: DT40 TDP1 no CPT	DT40 TDP1 CPT	GCN5L2 inh
> COc1cc(NC(=O)Nc2cccc(Cl)c2)c(C(=O)O)cc1OC
 : -12%	-7%	-1%
> Cc1ccccc1CN1c2ccccc2-c2nc(SCC(=O)NCc3ccccc3)ncc2S1(=O)=O
 : ?	?	30%
> CCN(C(=O)COC(=O)c1ccc(Br)o1)C1CCCCC1
 : -27%	5%	15%
> COCCCN1C(=O)C(CC(=O)NCCN2CCOCC2)CC(C(=O)N2CCOCC2)=C1C (stereo not given)
 : -21%	-10%	nt
> O=C(N/C(=C/c1ccccc1)C(=O)N1CCCCC1)c1ccccc1
 : ?	?	3%
> CC(=O)Nc1cccc(CCc2nc3ccccc3[nH]2)c1
 : 18µM*	?	-8%
> COc1ccc(C(=O)N/N=C/c2c[nH]c3ccccc23)cc1
 : 2%	0%	-20%
> COC(=O)c1ccc(-c2csc(NC(=O)C3=COCCO3)n2)cc1
 : -13%	-15%	nt
> CC1CCCN(C(c2cccs2)c2nnnn2Cc2ccccc2)C1 (stereo not given)
 : ?	?	-10%
> CCCn1c(CCC(=O)O)nc2cc(S(=O)(=O)N3CCCC3)ccc21
 : 3%	-20%	-4%
> CN1CCNC(=O)C1CC(=O)O (stereo not given)
 : -1%	-7%	-2%
> CC(=O)n1nc(-c2ccncc2)nc1SCC(=O)Nc1cccc(Cl)c1
 : -10%	?	-6%
> O=C(CN1CCN(c2ccccn2)CC1)Nc1ccccc1F
 : 14%	6%	-3%
> Cc1cc(NC(=O)COC(=O)C2=NN(c3ccccc3)C(=O)CC2)c([N+](=O)[O-])cc1C
 : -13%	0%	-1%
> COc1ccc(NC2CCCN(C(=O)COc3ccc(C(C)=O)cc3)C2)cc1 (stereo not given)
 : 0%	-3%	nt
> Cc1cc(Oc2ccc(C(C)(C)C)cc2)nc(N2CCOCC2)n1
 : ?	?	-2%
> C[C@H](O)[C@@H]1CN2CCc3c([nH]c4ccccc34)[C@@H]2C[C@@H]1N(C)C(=O)NC1CCCCC1
 : ?	?	nt
> Cc1ccc(NC(=O)COC(=O)c2ccccc2F)cc1S(=O)(=O)N1CCCCC1
 : 1%	4%	-10%
> O=C(CN1CCc2ccccc2C1)Nc1ccccc1F
 : -20%	-4%	0%
> Oc1ccc(Br)cc1/C=N/N1CCN(Cc2ccccc2)CC1
 : ?	-25%	-7%
> Cc1cccc2sc(NC(=O)[C@H](C)N3C(=O)C4CC=CCC4C3=O)nc12 (stereo not given in full)
 : 0%	-3%	-1%
> Cc1cc2c(c(C)nn2-c2ccccc2)c(=O)o1
 : -15%	-3%	-1%
> CC(C)(C)c1ccc(C2C3=C(CCCC3=O)NC3=C2C(=O)c2ccccc23)cc1 (stereo not given)
 : ?	?	-7%
> COc1ccc(NC(=O)Nc2cccc(C(=O)N3CCOCC3)c2)cc1OC
 : -12%	-9%	-7%
> CN(CC(=O)Nc1ccc(F)cc1)C(=O)COC(=O)COc1ccc(C#N)cc1
 : 15%	-10%	-1%
> COc1ccc(C(=O)CSc2nc(C)cc(=O)[nH]2)cc1
 : -15%	-13%	-3%
> COC(=O)c1ccc2cc(OC)cc([N+](=O)[O-])c2n1
 : -17%	-17%	nt
> CCCCCCc1c(C)c2ccc(OCC(=O)N[C@@H](Cc3ccccc3)C(=O)O)cc2oc1=O
 : -12%	-21%	?
> Cc1sc2nc(SCC(=O)NCc3ccco3)[nH]c(=O)c2c1C
 : ?	-23%	-2%
> C=C1CC[C@@H]2[C@](C)(CO)[C@H](O)CC[C@@]2(C)[C@@H]1C/C=C1/C(=O)OC[C@H]1O
 : 2.7µM*	3µM*	nt
> N#CC1(C#N)C(c2ccccc2)OC23CCCCC2C1(C#N)C(=N)O3 (stereo not given)
 : -15%	-1%	-4%
> CCn1c(O)c(/C=N/n2cnnc2)sc1=S
 : -4%	-1%	-5%
> COc1ccc(NC(=O)c2c(N)cnn2C)cc1
 : -10%	-27%	-3%
> CCOC(=O)CSc1n[nH]c(NC(=O)c2cccc(C(F)(F)F)c2)n1
 : 3%	-1%	-10%
> Cc1cc(Cc2ccc(N)c(C)c2)ccc1N
 : -14%	-10%	-4%
> CC(=O)c1cccc(NC(=O)COC(=O)[C@@H](NC(=O)OCc2ccccc2)C(C)C)c1
 : -6%	14%	16%
> NC(=O)C(=O)N/N=C/c1ccc([N+](=O)[O-])o1
 : 15µM*	11µM*	16%
> CC[C@]12c3[nH]c4cc(CCC(=O)N(C)C)ccc4c3CCN1C(=O)[C@@H](CC(=O)NC/C=C(\C)CCC=C(C)C)C[C@@H]2C(=O)N1CCN(C(=O)C2CC2)CC1
 : 6.5µM*	8.2µM*	-2%
